Source: PubChem BioAssay
LEDGF integ inh: blocks HIV-1 LEDGF/p75-dependent DNA integration. 370,000 compounds, 0.64% hits. inhibition, % at 3.7 µM. TR-FRET IN-LEDGF/p75 DNA integration, Eu/Cy5;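 active = inhibition above the screen-wide mean plus 3 SD, cut at about 13% in these data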;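 also: signal is the Cy5 over europium emission ratio at 671 and 618 nm; 0% = plate median of compound wells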
proKLK7 act: activators of human kallikrein-7 zymogen | purified proKLK7, EDANS-DABCYL substrate fluorescence; 100% is mature enzyme control, 0% vehicle | activation, % at 7 µM | 370,000 compounds, 0.9% hits;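 active = activation above the mean of all tested compounds plus 3 SD, computed per campaign excluding outliers beyond control limits, cut at about 13% in these data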
Tn6 DDE FP: DD(E)-Tn6 binding inhibition, primary FP screen. 370,000 compounds, 0.21% hits. Fibrin DD(E) TRITC-Tn6 fluorescence polarization displacement. AID 720509. inhibition, % at 8.3 µM. P02675;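 active = inhibition above a per-campaign cutoff: mean of compounds within control limits plus 3 SD, cut at about 15% in these data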;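 also: 0% = median of all compound wells on the plate and 100% = blocking peptide control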
TDP2 inh: TDP2 (human) inhibition, absorbance primary screen; O95551; recombinant TDP2, T5PNP hydrolysis, p-nitrophenol absorbance 415 nm; inhibition, % at 12.8 µM; 370,000 compounds, 0.34% hits; AID 720702;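 active = inhibition above the mean of all tested compounds plus 3 SD, set per campaign, cut at about 25% in these data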;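 also: 0% = DMSO with enzyme and 100% = buffer with substrate but no TDP2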
Target sequence (O95551 whole entry, looked up): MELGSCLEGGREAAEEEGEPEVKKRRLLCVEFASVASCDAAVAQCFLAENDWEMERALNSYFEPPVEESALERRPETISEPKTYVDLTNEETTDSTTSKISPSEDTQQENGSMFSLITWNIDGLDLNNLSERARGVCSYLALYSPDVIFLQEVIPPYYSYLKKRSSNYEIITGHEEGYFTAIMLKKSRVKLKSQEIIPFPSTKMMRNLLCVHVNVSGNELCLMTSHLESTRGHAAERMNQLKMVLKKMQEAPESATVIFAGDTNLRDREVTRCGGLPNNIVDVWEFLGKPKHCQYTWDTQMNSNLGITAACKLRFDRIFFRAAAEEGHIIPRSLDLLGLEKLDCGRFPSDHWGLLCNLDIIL
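Test system: human TDP2 enzyme; Input: 120 nM TDP2 per well; Buffer or medium: Mg2+-containing Tris-HCl buffer, pH 7.5; Reagent: 5 mM T5PNP; Dosing: 12.8 µM single point, 1% DMSO; Incubation: reaction 2 h, 37 °C; Detection: p-Nitrophenol epi absorbance; Read-out: % inhibition relative to enzyme-containing and enzyme-free wells; Replicates: single well per compound.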
ARFGAP1 inhibitor: rat ARFGAP1 inhibition; Q62848; Arfgap1-stimulated ARF1 GTP hydrolysis, GDP FP detection; inhibition, % at 16.5 µM; 360,000 compounds, 0.26% hits;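 active = inhibition above a per-plate limit, mean inhibition of low control wells plus 3 SD, cut at about 25% in these data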;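 also: 0% = DMSO wells with enzyme and 100% = wells lacking Arfgap1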
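Assay system: Rat Arfgap1 GAP domain (His6, aa 1-136), purified enzyme | Buffer or medium: HEPES 25 mM pH 7.5, NaCl 150 mM, MgCl2, DTT | Schedule: GTP hydrolysis reaction 2 h at 25 °C | Signal: FP of antibody-bound GDP Alexa 633 tracer, ex 620/em 688 nm | Measure: Percent inhibition of Arfgap1-stimulated GTP hydrolysis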
ASAP1 GAP inh: blocks human ASAP1-stimulated Arf1 GTP hydrolysis; Q9ULH1; GDP FP detection; inhibition, % at 16.5 µM; 360,000 compounds, 0.19% hits; AID 624377; in the data active = inhibition above about 25%;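 also: 0% = vehicle with enzyme and substrate and 100% = no enzyme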
ADAM10 inh: inhibitors of human ADAM10; recombinant ADAM10, EDANS/DABCYL FRET peptide cleavage, 3 h; O14672; 370,000 compounds, 0.62% hits; inhibition, % at 7 µM;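 active = inhibition above a per-campaign cutoff equal to the mean of compounds falling between control-based bounds plus 3 SD, cut at about 20% in these data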;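 also: 0% = DMSO wells while the 100% control is not disclosed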
ADAM17 inh: inhibits human ADAM17; P78536; recombinant ADAM17, EDANS/DABCYL FRET peptide cleavage; inhibition, % at 6.95 µM; 370,000 compounds, 0.83% hits; AID 720648;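 active = inhibition above the mean of compounds lying between control limits plus 3 SD, set per campaign, cut at about 8.5% in these data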;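 also: 0% = DMSO-only wells as the low control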
Target sequence (P78536 215-824 limits assumed): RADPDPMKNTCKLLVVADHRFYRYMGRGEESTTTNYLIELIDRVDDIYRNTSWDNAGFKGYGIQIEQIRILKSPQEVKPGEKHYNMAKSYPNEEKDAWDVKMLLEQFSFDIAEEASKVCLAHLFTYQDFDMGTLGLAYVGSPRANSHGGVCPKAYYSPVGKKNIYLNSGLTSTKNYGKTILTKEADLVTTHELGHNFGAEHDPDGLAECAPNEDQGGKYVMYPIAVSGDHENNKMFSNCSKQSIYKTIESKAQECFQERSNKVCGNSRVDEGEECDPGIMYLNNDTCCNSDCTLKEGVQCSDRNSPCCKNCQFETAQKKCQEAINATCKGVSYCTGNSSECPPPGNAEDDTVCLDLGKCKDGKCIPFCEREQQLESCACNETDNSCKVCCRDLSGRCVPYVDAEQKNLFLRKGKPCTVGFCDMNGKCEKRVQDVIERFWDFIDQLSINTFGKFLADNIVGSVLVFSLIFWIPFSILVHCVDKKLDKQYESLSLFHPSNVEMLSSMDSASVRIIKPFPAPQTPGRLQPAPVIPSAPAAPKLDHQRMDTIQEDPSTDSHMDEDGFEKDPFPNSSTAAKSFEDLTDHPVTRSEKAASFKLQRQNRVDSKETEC
PLCg1 inh: blocks human PLC-gamma1 enzyme activity. P19174. purified PLC-gamma1, fluorogenic substrate, fluorescence. inhibition, % at 12.2 µM. 370,000 compounds, 0.84% hits. AID 720700; in the data active = inhibition above about 9.5%
DDE Tn7 FP inh: disrupts Tn7 cyclic peptide binding to fibrin D-Dimer-E complex; AID 720508; P02675; 370,000 compounds, 0.13% hits; inhibition, % at 8.3 µM; FP displacement of FITC-Tn7 peptide from fibrin DD(E); 0% = median of compound wells per plate;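 active = inhibition above the mean of compounds falling within the control limits plus 3 SD of them, cut at about 14% in these data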;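 also: 0% = plate median of compound wells and 100% = 10 µM Aha-Tn7 peptide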
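System: human fibrin DD(E); quantity: Fibrin-DD(E) at 2 µM final; also added: fluorescent Tn7 probe at 0.1 µM; compound dosing: single nominal test concentration of 8.3 µM per compound; schedule: 10 min preincubation, 3 h with tracer, room temperature; detection: fluorescence polarization of the labelled Tn7 tracer; repeats: one replicate per compound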
Active calls of the source: *; i = inactive; . = not tested or not shown.

nr | LEDGF integ inh | proKLK7 act | Tn6 DDE FP | TDP2 inh | ARFGAP1 inhibitor | ASAP1 GAP inh | ADAM10 inh | ADAM17 inh | PLCg1 inh | DDE Tn7 FP inh | Molecule
1 | 4 | 0.1 | -2 | -8 | -16 | -6 | -5 | 0 | 1 | -3 | CC(C)N(C(=O)COC(=O)[C@@H]1CC(O)CN1S(=O)(=O)c1ccc(C(C)(C)C)cc1)C(C)C (stereo partly specified)
2 | -1 | 0.1 | -11 | -6 | 9 | 0 | -6 | -1 | 3 | -6 | Cc1ccccc1C(=O)c1cccn1CC(=O)NCCCN1CCc2ccccc2C1
3 | -1 | -0.2 | -3 | 7 | -5 | 13 | -20 | -3 | -5 | -6 | O=C(CN1CCOCC1)NN=Cc1ccc([N+](=O)[O-])o1
4 | 3 | -4.1 | 22* | 6 | -8 | -3 | -97 | -32 | -347 | -1 | COC(=O)c1ccc2c(c1)SC1=C(CCCC1=O)N2
5 | 2 | -0.5 | 3 | -12 | 3 | 2 | -4 | -3 | 0 | 5 | CC1(C)Cc2c(oc3ncn4ncnc4c23)CO1
6 | -3 | 0.4 | 9 | 6 | 6 | -5 | -28 | -12 | -11 | 1 | Cn1c(CSc2nc3ccccc3s2)nc2ccccc21
7 | -1 | -0.1 | 1 | 6 | 0 | 0 | 2 | 2 | 2 | 6 | COC(=O)c1oc(-c2ccccc2)nc1C
8 | -4 | -0.1 | 3 | 12 | -7 | 1 | -10 | -5 | -2 | 2 | CCOC(=O)C1CCCN(C(=O)CCNC(=O)Cn2ccc3ccccc3c2=O)C1 (stereo unspecified)
9 | 6 | 0.1 | 2 | -4 | -4 | -9 | -8 | -2 | 0 | -6 | Cc1ccccc1C(=O)NCC(=O)O
10 | -1 | 0.8 | 1 | -4 | . | . | 4 | 1 | -1 | -1 | O=C(NCCc1c[nH]c2ccccc12)OCc1cn(-c2ccc(F)cc2F)nn1
11 | -4 | -0.4 | 3 | 5 | -4 | 3 | -4 | -3 | -9 | 2 | Cn1nc([N+](=O)[O-])c2c(-c3nc4ccccc4s3)c(N)n(C3CCCCC3)c2c1=O
12 | 2 | 1.6 | -10 | 15 | -20 | -2 | i | -217 | -43 | 3 | Cc1csc2ncc(C(=O)NCc3ccccn3)c(=O)n12
13 | -3 | 0.1 | -2 | -13 | 1 | -4 | 4 | 2 | 2 | -1 | CC(C)C(=O)Nc1ccc(C(=O)NN2C(=O)c3ccccc3C2=O)cc1
14 | 0 | -2.5 | -1 | -23 | -8 | 5 | 2 | 6 | -64 | -5 | Cc1ccc(/C=C/C(=O)Nc2cc(S(=O)(=O)N3CCCCCC3)ccc2OCC(F)(F)F)o1
15 | 0 | -0.1 | 1 | 11 | 9 | 12 | -5 | -5 | 0 | 0 | O=C(Nc1ccccc1F)c1cc(C(=O)Nc2ccccc2F)cc([N+](=O)[O-])c1

Results in proKLK7 act, ADAM17 inh and ADAM10 inh, for 2 of the compounds above:
No.	Molecule	proKLK7 act	ADAM17 inh	ADAM10 inh
11	Cn1nc([N+](=O)[O-])c2c(-c3nc4ccccc4s3)c(N)n(C3CCCCC3)c2c1=O	-0.4	-3	-4
12	Cc1csc2ncc(C(=O)NCc3ccccn3)c(=O)n12	1.6	-217	i

Entries listed so far that have a furan ring, fused or not, in the order listed:
nr | LEDGF integ inh | proKLK7 act | Tn6 DDE FP | TDP2 inh | ARFGAP1 inhibitor | ASAP1 GAP inh | ADAM10 inh | ADAM17 inh | PLCg1 inh | DDE Tn7 FP inh | Molecule
3 | -1 | -0.2 | -3 | 7 | -5 | 13 | -20 | -3 | -5 | -6 | O=C(CN1CCOCC1)NN=Cc1ccc([N+](=O)[O-])o1
5 | 2 | -0.5 | 3 | -12 | 3 | 2 | -4 | -3 | 0 | 5 | CC1(C)Cc2c(oc3ncn4ncnc4c23)CO1
14 | 0 | -2.5 | -1 | -23 | -8 | 5 | 2 | 6 | -64 | -5 | Cc1ccc(/C=C/C(=O)Nc2cc(S(=O)(=O)N3CCCCCC3)ccc2OCC(F)(F)F)o1

The listing continues:
nr | LEDGF integ inh | proKLK7 act | Tn6 DDE FP | TDP2 inh | ARFGAP1 inhibitor | ASAP1 GAP inh | ADAM10 inh | ADAM17 inh | PLCg1 inh | DDE Tn7 FP inh | Molecule
16 | 1 | 0.5 | 2 | 8 | -11 | -2 | -3 | -3 | 1 | 4 | COc1ccc(NC(=O)Nc2ccc(C(=O)N3CCOCC3)cc2)c(OC)c1
17 | -3 | 0.2 | -4 | 3 | -8 | 1 | -10 | -4 | -1 | 2 | CC(C)(C)OC(=O)N1C[C@@]23C[C@H](c4cccc(F)c4)[C@@H](C[C@@H]2S1(=O)=O)O3
18 | -3 | 0.5 | 2 | 1 | -3 | 8 | -8 | -2 | 0 | 8 | CCCN(C(=O)Cn1nc(C)c([N+](=O)[O-])c1C)c1c(N)n(Cc2ccccc2)c(=O)[nH]c1=O
19 | 3 | 0.7 | 3 | 9 | -6 | 0 | -3 | -4 | 5 | -2 | O=C(c1ccc(S(=O)(=O)NCc2ccco2)cc1)N1CCN(Cc2ccccc2F)CC1
20 | 4 | 0.0 | -5 | -5 | 11 | 0 | 3 | 0 | 2 | 7 | COC(=O)C(CCSC)NS(=O)(=O)c1ccc(Cl)cc1 (stereo unspecified)
21 | 8 | -5.0 | -3 | -9 | 0 | 7 | -110 | -28 | -3 | -4 | Oc1ccc2ccccc2c1CN1CCCCC1
22 | 4 | -0.1 | -5 | -3 | -9 | -5 | -2 | -5 | -2 | -4 | COc1ccc(CCN2C(=O)C(O)=C(C(=O)c3ccco3)C2c2cccs2)cc1OC (stereo unspecified)
23 | -8 | 0.0 | -9 | -3 | 7 | 8 | -4 | -6 | -2 | 1 | COc1ccc(NC(=O)CCSc2ccc(F)cc2)cc1
24 | -1 | 0.9 | 0 | -1 | 0 | 4 | -11 | 2 | -25 | -1 | Cc1ccc(NC(=S)NCc2ccc3[nH]c4c(c3c2)CCCC4)cc1
25 | 0 | 0.4 | -6 | -3 | 8 | 9 | 7 | 1 | -1 | -6 | OC(c1ccc(-c2ccccc2)cc1)c1ncc(-c2ccccc2F)[nH]1 (stereo unspecified)
26 | -1 | -0.7 | -2 | -10 | 1 | 3 | -1 | 2 | 3 | -2 | Nc1c(CNCc2nnn(Cc3ccccc3)c2N)nnn1Cc1ccccc1
27 | 2 | -0.6 | 2 | -18 | 1 | -4 | -2 | -4 | 4 | 1 | CCSCCOC(=O)C1=C(C)N(C)C(=O)NC1c1cc(OC)ccc1OC (stereo unspecified)
28 | -1 | -0.2 | 11 | 0 | -4 | -1 | 2 | 1 | -1 | 4 | CCC(C)NC(=O)[C@@H]1CCCN1C(=O)C1CCN(S(=O)(=O)c2ccc(C)cc2)CC1 (stereo partly specified)
29 | 4 | -0.5 | -3 | -7 | -4 | 10 | -1 | 0 | -2 | 0 | O=C(NC1CCCN(Cc2ccccc2F)C1)C1CCC1 (stereo unspecified)
30 | 1 | -0.2 | 6 | -16 | 3 | 1 | -8 | -4 | 3 | 3 | CCCn1c(=O)c2ccccc2n2c(SCCOc3ccccc3F)nnc12

Next part
nr | LEDGF integ inh | proKLK7 act | Tn6 DDE FP | TDP2 inh | ARFGAP1 inhibitor | ASAP1 GAP inh | ADAM10 inh | ADAM17 inh | PLCg1 inh | DDE Tn7 FP inh | Molecule
31 | 1 | -32 | -10 | 13 | 0 | -4 | -5 | -3 | -40 | -7 | COc1ccc2cc3c(N)nn(C(=O)Cc4c[nH]c5ccccc45)c3nc2c1
32 | 2 | 0.0 | -5 | 3 | -6 | 4 | -14 | -3 | 2 | -4 | CC(C)(C)n1nnnc1C(c1ccccc1)N1CCN(c2ccccc2)CC1 (stereo unspecified)
33 | 2 | -1.4 | -1 | -5 | -4 | 7 | -5 | -4 | -1 | 3 | COc1cccc(CNc2nc3cc(-c4cccc(Cl)c4)sc3c(=O)n2C)c1
34 | 2 | 0.5 | 9 | -7 | 5 | 3 | -8 | 2 | 1 | 1 | CCC(=O)N(C)C[C@H]1Oc2cc(-c3ccccc3F)ccc2S(=O)(=O)N([C@H](C)CO)C[C@H]1C
35 | -5 | 0.2 | -5 | -10 | 3 | -13 | -5 | 0 | 8 | 7 | Cc1ccc(NS(=O)(=O)c2cc3c4c(c2)CC(=O)N4CCC3)cc1C
36 | -4 | -0.6 | -1 | -1 | . | . | -3 | 7 | -4 | -4 | COc1ccc(C=NNC(=O)c2ccncc2)cc1
37 | -1 | 0.5 | 3 | 3 | -1 | 0 | 3 | -1 | -3 | -1 | O=C(N/N=C/c1cccs1)c1ccc(-n2cccc2)cc1
38 | 2 | 0.0 | -3 | 7 | 2 | -16 | 0 | 0 | -2 | -7 | COc1ccc(CN(C)C(=O)c2ccc3ccccc3n2)cc1F
39 | -4 | -0.1 | 1 | -13 | 4 | -6 | 20 | 4 | -7 | -10 | CCOC(=O)Cc1ncccc1C(=O)Nc1ccc(Oc2ccccc2)cc1
40 | -1 | 0.0 | 0 | -6 | 2 | -8 | -10 | -3 | 2 | 1 | CC(C)(C)C1CCC(N2CCN(c3ccccc3)CC2)CC1 (stereo unspecified)
41 | -4 | 0.3 | -7 | -5 | 0 | 15 | -4 | -3 | -1 | 6 | O=C1CCN(Cc2ccccc2)C=C1c1ccc(C(F)(F)F)cc1
42 | 2 | -0.3 | -2 | -6 | 9 | 6 | 1 | 4 | -1 | -3 | O=C(N/N=C\c1ccco1)c1cncc(Br)c1
43 | -2 | 0.5 | -1 | 3 | 1 | -1 | 7 | -1 | -3 | -4 | O=[N+]([O-])c1ccc(S(=O)(=O)Nc2ccncc2)cc1
44 | -1 | 0.1 | 0 | -6 | -6 | -11 | -7 | 0 | -11 | -4 | O=C1CC(c2ccco2)Cc2nc(N3CCc4ccccc4C3)ncc21 (stereo unspecified)

No enrichment for hits; any-hit rate near 4.2%.
